HSF1 activator: increases HSF-1 driven luciferase reporter signal | NIH3T3-HGL HSF-1 luciferase reporter, MG132, 8 h; 100% = twice DMSO control signal | activation, % at 9 µM | 300,000 tested, 1.7% active | AID 504408;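 active means mean replicate activation of at least 50% with a set share of replicates each reaching 50%; inconclusive means only one of those two conditions met; inactive means mean below 50% and too few replicates reaching it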;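 further: 0% = median of the neutral control wells and 100% = twice that signal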
HIF activator: HIF pathway transcriptional activation; U2OS HRE-luciferase reporter, luminescence; normalized: DMSO 0%, desferrioxamine 100%; activation, % at 7.5 µM (by protocol); 300,000 tested, 0.32% active;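 active means mean activation of at least 10% of the iron chelator positive control signal, with at least half of replicates also reaching 10%; inconclusive means mean and replicate majority disagree about reaching 10%; inactive means mean and most replicates under 10%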
KLF5 inh: suppresses KLF5 promoter-driven expression; DLD-1 KLF5 promoter-luciferase reporter, luminescence; inhibition, % at 5 µM; 290,000 tested, 0.23% active; AID 1700;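 active means inhibition above a per-plate limit of that plate's mean compound inhibition plus 3 SD, cut at about 60% in these data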;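 further: 0% = DMSO wells and 100% = LY294002 at 200 µM; higher means less KLF5 promoter-driven luciferase light; inactives centre near -14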
HSP90 inh: inhibitors of HSP90 luciferase refolding in rabbit reticulocyte lysate | luciferase refolding luminescence, 3 h | inhibition, % at 5.6 µM | 290,000 tested, 0.91% active;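 active means inhibition above the screen-wide mean plus 3 SD, computed separately per campaign, cut at about 16% in these data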;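 further: 0% = DMSO wells and 100% = 60 µM geldanamycin wells; inhibitors lower the luminescence because luciferase stays unfolded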
IEC-6 tox: counter-screen for KLF5 inhibitors: cytotoxicity in IEC-6 cells. IEC-6 cytotoxicity, luminescence viability. 290,000 tested, 0.78% active. inhibition, % at 5 µM; in the data active means inhibition above about 22%;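 further: 0% = plate median of test compound wells and 100% = cytotoxic reference compound wells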
Platelet DG rel: platelet dense granule release activity; human platelet-rich plasma, SFLLRN dense granule ATP release, luminescence; inhibition, %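 (compounds screened at 7.5 µM in platelet-rich plasma)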; 300,000 tested, 0.22% active;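 active means mean replicate score, as percent of positive control, at or above 50; inconclusive means mean below 50 but at least one replicate at or above 50; inactive means mean and every replicate below 50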
HDAC3 inh: blocks human histone deacetylase 3. 320,000 tested, 0.15% active. inhibition, % at 8.3 µM. recombinant HDAC3, fluorogenic peptide/trypsin coupled, fluorescence. AID 2718; in the data active means inhibition above about 26%, passing the limit was not always enough; inconclusive means no clear call, values can overlap the other calls
Target sequence (O15379 whole entry, looked up): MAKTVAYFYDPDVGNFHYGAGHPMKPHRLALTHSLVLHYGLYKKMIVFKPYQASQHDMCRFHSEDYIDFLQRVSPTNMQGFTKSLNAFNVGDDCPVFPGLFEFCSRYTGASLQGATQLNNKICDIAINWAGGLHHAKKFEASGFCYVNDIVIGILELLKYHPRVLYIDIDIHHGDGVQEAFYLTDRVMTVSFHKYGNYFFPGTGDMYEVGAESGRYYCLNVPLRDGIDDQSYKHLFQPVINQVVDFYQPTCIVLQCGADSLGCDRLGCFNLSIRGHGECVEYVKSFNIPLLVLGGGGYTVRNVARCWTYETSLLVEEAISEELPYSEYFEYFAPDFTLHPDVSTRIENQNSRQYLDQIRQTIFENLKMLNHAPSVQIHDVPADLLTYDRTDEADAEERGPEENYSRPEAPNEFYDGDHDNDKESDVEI
AI-2 QS modul: modulates the Vibrio harveyi AI-2 quorum sensing system; Vibrio harveyi JMH597 AI-2 luminescence/OD600 ratio, 9 h; hits give low values; strain lacks LuxN and CqsS sensors; 0 = neutral-control median; activity change, % at 7.5 µM; 300,000 tested, 0.4% active; AID 2094; in the data active means activity change below about -75%, passing the limit was not always enough; inconclusive means no clear call, values can overlap the other calls;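 further: luminescence divided by OD600 gain over 9 h not by final OD600 alone; inactives centre near 13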
aSyn 5UTR inh: 5' untranslated region of α-synuclein, MLPCN primary screen; alpha-synuclein 5'UTR reporter, inhibitor activity; inhibition, % (tested at 7.5 µM); 300,000 tested, 0.82% active; in the data active means inhibition above about 60%; inconclusive means no clear call, values can overlap the other calls;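 further: H4 neuroglioblastoma cells stably carrying SNCA 5'UTR luciferase fusion; 0% = DMSO wells and 100% = positive control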
HSF1 inhib: HSF1 inhibition; NIH3T3-HGL HSE-luciferase, MG132-induced, luminescence 8 h; hits give low values; 300,000 tested, 0.77% active; activity change, negative = inhibition, % at 7.5 µM (by protocol);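 active means more than half of replicate wells show activity change below -50%, luminescence cut by over half; inconclusive means some wells, but at most half, below -50%; inactive means no replicate well below -50%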;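 further: luciferase reports HSF-1 transcriptional activity via heat shock element; 0% = median of DMSO wells and -100% = zero luminescence signal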
Starred values were filed as active, the others as inactive; u = inconclusive; x = not tested or not shown.

Structure,HSF1 activator,HIF activator,KLF5 inh,HSP90 inh,IEC-6 tox,Platelet DG rel,HDAC3 inh,AI-2 QS modul,aSyn 5UTR inh,HSF1 inhib
CCOc1cccc(CN2CCC(Oc3ccc(C(=O)NCc4ccccn4)cc3)CC2)c1,7,0.2,-11,0,-2,3,12,11,-1,-1
Cc1ccc2cc(C#N)c(SCC(=O)N3CCCc4ccccc43)nc2c1,-5,-2.0,-7,3,6,2,0,28,26,-4
Cc1cc(C(=O)Nc2ccc(S(=O)(=O)Nc3onc(C)c3C)cc2)cs1,-7,0.1,-19,2,0,2,4,25,11,-4
CCc1nnc(NC(=O)Cn2nnc(-c3ccccc3F)n2)s1,5,-0.4,-4,-2,1,16,-1,7,9,-3
COC(=O)CSc1nc2c(c(-c3ccco3)c1C#N)CCCC2,-31,-0.7,1,5,5,-17,6,6,11,-16
Cc1ccc(S(=O)(=O)/N=C/c2ccco2)cc1,-7,-0.3,-30,-1,4,4,1,6,12,-10
CCCN(CC(=O)Nc1c(C)cccc1CC)C(=O)SCC,17,-0.3,-18,1,0,4,-2,12,-19,2
N=C1C(c2ccccc2)=C(O)CN1NC(=O)c1ccccc1,-8,-0.1,-31,1,1,6,-2,15,13,-2
CCS(=O)(=O)c1nc(S(=O)(=O)c2ccc(C)cc2)c(NCc2ccccn2)s1,-1,-1.1,-7,-4,0,3,-6,13,7,-9
COCc1c(C(N)=O)nnn1-c1nonc1N,25,-0.3,-7,-3,2,-3,-1,4,-2,20
Cc1cc(NC(=O)c2ccc(Cl)cc2)no1,38,1.4,-129,-1,9,-5,10,31,-107,13
Cc1csc2ncc(C(=O)N(Cc3ccccc3)c3ccccn3)c(=O)n12,4,-0.2,-15,0,0,9,14,14,-8,-3
CCn1c(SCC(=O)NCc2ccco2)nnc1-c1c[nH]c2ccccc12,19,-0.4,-19,1,0,5,5,15,-1,4
COc1ccccc1/C=C/C(=O)OCc1nc2ccccc2c(=O)[nH]1,-26,0.2,-9,0,1,-3,6,13,-37,-9
CCCCCCCCCCC(=O)NNC(=O)c1c(O)c2ccccc2n(CC)c1=O,0,0.1,-10,1,3,-6,-3,13,21,-6
COc1ccc(CCN2CC34C=CC(O3)C(C(=O)NCc3ccccc3Cl)C4C2=O)cc1OC (stereo not drawn),28,-0.5,9,0,-2,-4,3,20,20,-4
COC(=O)c1ccc(CSc2nnc(C)n2N)o1,-4,0.1,-5,-1,5,3,-1,12,4,0
COc1ccc(C2=NOC(Cn3nc(C(=O)NCc4ccc(C)cc4)cc3-c3ccccc3)C2)cc1 (stereo not drawn),24,-1.0,x,x,x,8,2,18,5,5
CCCOc1ncnc2c1[nH]c1ccc(C)cc12,u,2.0,-152,6,-4,-2,x,36,-92,24
Cc1ccc(-c2csc(N(CCCN3CCOCC3)C(=O)c3ccco3)n2)cc1,21,0.3,1,1,2,-15,x,38,-55,6
CCN(C(=O)Cn1c(=O)oc2cc(S(=O)(=O)N3CCOCC3)ccc21)c1ccccc1,-2,0.1,-3,-1,-4,21,-3,17,-3,-3
Cc1ccc(NC(=O)CSc2cccc[n+]2[O-])c([N+](=O)[O-])c1,-10,0.8,-35,0,-7,4,0,20,-8,-3
CCOc1ccc(NC(=O)CN(C)C(=O)c2c(C)noc2C)cc1OCC,8,1.3,x,x,x,x,3,21,-1,-6
CCOC(=O)CNc1nc(Cl)nc(Nc2ccc(C)cc2)n1,7,1.0,-22,-1,6,3,10,16,2,5
CCN(CC)C(=O)Cn1c(=O)n(CCCC(=O)NCc2ccccc2)c(=O)c2sccc21,-14,-0.3,8,1,-2,1,-3,6,8,-2
COc1ccc(-n2c(Cc3cccn3C)nnc2SCC(=O)Nc2ccc(F)cc2)cc1,26,-0.3,-10,-3,1,-1,6,18,16,5
C(=C\n1nnc2ccccc21)/c1ccc[nH]1,7,-0.1,x,x,x,1,6,-22,-72,-7
CC1=NNC(=O)C1Cc1c(Cl)cccc1Cl (stereo not drawn),9,-0.5,x,x,x,-31,1,7,27,1
CC(C)[C@H](NC(=O)C1CCC(CNC(=O)[C@@H]2CCCN2C(=O)OC(C)(C)C)CC1)C(=O)O (stereo partly drawn),-18,-0.5,8,5,4,-6,x,7,20,-7
Cc1ccc(NC(=O)c2ccccc2N(C)S(=O)(=O)c2ccccc2)c(C)c1,65*,1.2,-29,-4,5,4,-4,8,-1,30

10 compounds from above, ordered by SMILES length, falling:
Structure,HSF1 activator,HIF activator,KLF5 inh,HSP90 inh,IEC-6 tox,Platelet DG rel,HDAC3 inh,AI-2 QS modul,aSyn 5UTR inh,HSF1 inhib
CC(C)[C@H](NC(=O)C1CCC(CNC(=O)[C@@H]2CCCN2C(=O)OC(C)(C)C)CC1)C(=O)O (stereo partly drawn),-18,-0.5,8,5,4,-6,x,7,20,-7
COc1ccc(C2=NOC(Cn3nc(C(=O)NCc4ccc(C)cc4)cc3-c3ccccc3)C2)cc1 (stereo not drawn),24,-1.0,x,x,x,8,2,18,5,5
COc1ccc(CCN2CC34C=CC(O3)C(C(=O)NCc3ccccc3Cl)C4C2=O)cc1OC (stereo not drawn),28,-0.5,9,0,-2,-4,3,20,20,-4
CCN(C(=O)Cn1c(=O)oc2cc(S(=O)(=O)N3CCOCC3)ccc21)c1ccccc1,-2,0.1,-3,-1,-4,21,-3,17,-3,-3
Cc1ccc(NC(=O)CSc2cccc[n+]2[O-])c([N+](=O)[O-])c1,-10,0.8,-35,0,-7,4,0,20,-8,-3
Cc1cc(C(=O)Nc2ccc(S(=O)(=O)Nc3onc(C)c3C)cc2)cs1,-7,0.1,-19,2,0,2,4,25,11,-4
CCOc1ccc(NC(=O)CN(C)C(=O)c2c(C)noc2C)cc1OCC,8,1.3,x,x,x,x,3,21,-1,-6
CCOC(=O)CNc1nc(Cl)nc(Nc2ccc(C)cc2)n1,7,1.0,-22,-1,6,3,10,16,2,5
COC(=O)c1ccc(CSc2nnc(C)n2N)o1,-4,0.1,-5,-1,5,3,-1,12,4,0
Cc1cc(NC(=O)c2ccc(Cl)cc2)no1,38,1.4,-129,-1,9,-5,10,31,-107,13

The results go on:
Structure,HSF1 activator,HIF activator,KLF5 inh,HSP90 inh,IEC-6 tox,Platelet DG rel,HDAC3 inh,AI-2 QS modul,aSyn 5UTR inh,HSF1 inhib
CCC(=O)N1c2ccccc2NC2=C(C(=O)CCC2)C1c1ccco1 (stereo not drawn),10,-0.6,-6,-1,-4,3,2,7,-24,-1
CCC(=O)Nc1cc(Cl)ccc1N1CCN(C(=O)CC)CC1,-23,0.4,-23,1,2,-1,-11,2,-32,-4
CCOC(=O)C1(CCOC)CCN(C(=O)Cc2ccsc2)CC1,-8,-1.9,0,-1,1,2,0,14,4,-2
Cc1ccc2nc(SCC(=O)Nc3ccc(C(N)=O)cc3)[nH]c2c1,47,-0.3,-28,4,-4,-4,9,25,-12,22
O=C(OCC(=O)C12CC3CC(CC(C3)C1)C2)c1cccnc1,30,-0.6,-36,-3,-1,2,-7,28,-4,-1
COC(=O)/C(=C(O)\C=C\c1ccccc1[N+](=O)[O-])c1nc2ccccc2[nH]1,6,0.8,-14,1,8,-2,4,4,-5,-1
Cc1ccc(NC(=O)NCC2CCN(Cc3cccc(Cl)c3)CC2)cc1Cl,40,0.1,-25,2,-1,13,3,24,-11,14
CCCCn1c(=O)[nH]c(=O)c2c1nc(-c1ccc(OCCC)c(OCC)c1)n2CCOC,-3,0.2,-15,-4,4,2,-7,25,4,5
Cc1onc(-c2ccccc2Cl)c1C(=O)Nc1ccc(CN2CCCC2)cc1,-9,0.2,-21,4,-8,-1,-7,24,-5,2
Oc1c(-c2cc(-c3ccco3)[nH]n2)ccc2ccccc12,26,5.7,-184,-1,-5,-7,x,4,-170,30
Cc1cccc(NC(=O)CCC(=O)N/N=C/c2ccncc2)c1,-12,0.1,-8,0,1,6,-6,12,29,-5
O=C(NCC1CCN(c2ccc(S(=O)(=O)N3CCOCC3)cc2)CC1)c1cccc(Cl)c1,10,-0.4,-19,-3,-3,-5,0,20,23,8
Cc1ccc(C(=O)CSc2nnc(CNc3ccc(C)cc3C)n2Cc2ccco2)cc1,17,-0.8,-4,7,-7,4,15,26,27,8
COc1ccccc1CNC(=O)c1nn(-c2ccc(C)cc2)c(=O)c2c1c1ccccc1n2C,5,-0.9,-26,0,-1,-3,-1,34,-23,-9
CCOC(=O)CSc1nc2ccsc2c(=O)n1C1CCN(C(=O)OCC)CC1,-7,-0.3,-5,-2,-9,3,-3,29,19,-8
Cc1c(Cl)ccc2sc(NC(=O)CN3C(=O)c4ccccc4C3=O)nc12,2,-0.1,-23,-4,6,-4,7,-95*,8,1
CCOc1cc(/C=C(/NC(C)=O)C(=O)O)cc(Cl)c1OCc1ccc(Br)cc1,-15,-0.3,-20,1,26*,-1,x,12,0,1
CC1=NN(c2ccc(C)c(C)c2)C(=O)/C1=C/c1ccc2c(c1)n(C)c(=O)n2C,-17,0.3,-6,12,-6,7,11,16,-14,2
COc1ccc(-c2c(-c3ccc(OCC(=O)NN)cc3O)n[nH]c2C(F)(F)F)cc1,-11,-0.4,-9,-6,-5,-2,-7,1,-10,-6
O=C(O)C1Nc2c(Cl)cc(Cl)c(Cl)c2C2C=CCC12 (stereo not drawn),-9,-3.3,-16,-1,-14,-6,-3,22,12,9
COc1ccc(NC(=O)CSc2nnc(C3CCCCC3)n2N)c(OC)c1,7,1.4,10,-2,-4,-8,-3,27,-17,1
O=C(CSc1n[nH]c(-c2ccccc2)n1)NC(=O)NCc1ccco1,u,-0.5,11,1,-1,0,0,35,-2,14
CCOC(=O)c1cccc(C(=O)Oc2ccccc2)n1,x,0.6,-7,6,-1,-1,-2,8,12,x
Oc1ccc(N=Nc2cccc(Cl)c2)cc1C=Nc1ccc(N2CCOCC2)cc1,-21,7.3,-15,-1,6,1,x,8,-9,-20
CCOc1ccc(-c2cc(C(=O)N3CCN(c4ccccn4)CC3)c3ccccc3n2)cc1,9,2.7,-31,0,1,21,0,25,-68,12
COc1ccc(N2CCN(S(=O)(=O)c3cn(C)cn3)CC2)cc1,-6,0.0,-16,-5,1,-1,4,16,0,-4
Cc1ccccc1-n1nnnc1SCc1cc(=O)n2ccsc2n1,1,0.1,-4,8,-2,3,1,16,-1,-2
CCCN(CC(=O)Nc1ccccc1OC)C(=O)CCNC(=O)c1ccccc1OC,-13,-0.3,x,x,x,2,-7,18,7,3
CC(=O)c1cc(C(=O)N2CCc3c([nH]c4ccccc34)C2CC(C)C)[nH]n1 (stereo not drawn),1,-0.1,0,-4,10,2,6,19,-16,-4
CCCCCCCC(=O)Oc1ccc(C(=O)Nc2cc(C)on2)cc1,17,-3.0,-34,-2,-4,1,-2,3,-93,6
